# Screens as filed in PubChem BioAssay.
# Platelet DG rel – platelet dense granule release activity; human platelet-rich plasma, SFLLRN dense granule ATP release, luminescence; inhibition, %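 (compounds screened at 7.5 µM in platelet-rich plasma)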; actives 0.22% (n = 300,000); AID 1663;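 active = mean replicate score, as percent of positive control, at or above 50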
# IEC-6 cytotox – counter-screen for KLF5 inhibitors: cytotoxicity in IEC-6 cells; IEC-6 cytotoxicity, luminescence viability; inhibition, % at 5 µM; actives 0.78% (n = 290,000); in the data active = inhibition above about 22%;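 also: 0% = plate median of test compound wells and 100% = cytotoxic reference compound wells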
# HSP90 inh – blocks HSP90-mediated luciferase refolding in reticulocyte lysate; Rabbit reticulocyte lysate, luciferase refolding luminescence, 3 h; actives 0.91% (n = 290,000); AID 1789; inhibition, % at 5.6 µM;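 active = inhibition above the screen-wide mean plus 3 SD, computed separately per campaign, cut at about 16% in these data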;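 also: 0% = DMSO wells and 100% = 60 µM geldanamycin wells; inhibitors lower the luminescence because luciferase stays unfolded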
# GSK3 alpha inh – human GSK-3 alpha kinase inhibition. P49840. ADP-Glo luminescence, 60 min. inhibition, % at 10 µM. actives 0.1% (n = 320,000);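 in the data active = inhibition above about 50%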;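 also: GST-tagged GSK-3 alpha with peptide substrate and 25 µM ATP; 0% = DMSO neutral wells and 100% = GW8510 positive control wells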
# Target sequence (P49840 whole entry, looked up): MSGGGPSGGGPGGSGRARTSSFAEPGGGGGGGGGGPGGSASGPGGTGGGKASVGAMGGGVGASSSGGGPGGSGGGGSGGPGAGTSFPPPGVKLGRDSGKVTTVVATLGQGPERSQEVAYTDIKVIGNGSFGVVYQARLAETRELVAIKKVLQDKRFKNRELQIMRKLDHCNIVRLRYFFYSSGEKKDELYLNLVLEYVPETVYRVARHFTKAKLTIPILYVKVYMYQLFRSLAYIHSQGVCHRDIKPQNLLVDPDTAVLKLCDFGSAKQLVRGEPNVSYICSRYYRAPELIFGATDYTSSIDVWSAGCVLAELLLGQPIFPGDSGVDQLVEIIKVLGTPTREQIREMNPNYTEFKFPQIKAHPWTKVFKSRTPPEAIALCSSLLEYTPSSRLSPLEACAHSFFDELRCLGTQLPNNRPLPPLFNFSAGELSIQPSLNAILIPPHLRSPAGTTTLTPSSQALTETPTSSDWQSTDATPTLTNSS
# HSF1 inhib – HSF1 inhibition; NIH3T3-HGL HSE-luciferase, MG132-induced, luminescence 8 h; hits give low values; activity change, negative = inhibition, % at 7.5 µM (by protocol); actives 0.77% (n = 300,000);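 active = more than half of replicate wells show activity change below -50%, luminescence cut by over half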;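 also: luciferase reports HSF-1 transcriptional activity via heat shock element; 0% = median of DMSO wells and -100% = zero luminescence signal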
# GSK3beta inhib – inhibitors of human GSK3beta kinase. actives 0.038% (n = 300,000). AID 2097. GST-GSK3beta kinase, ADP-Glo luminescence, 60 min; hits give low values. activity score (negative = inhibition), % at 10 µM;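 active = more than half of replicate wells score below -50%, meaning over 50% inhibition versus plate controls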;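 also: 0% = median DMSO wells and -100% = median GW8510 positive control wells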
# Target sequence (P49841 whole entry, looked up): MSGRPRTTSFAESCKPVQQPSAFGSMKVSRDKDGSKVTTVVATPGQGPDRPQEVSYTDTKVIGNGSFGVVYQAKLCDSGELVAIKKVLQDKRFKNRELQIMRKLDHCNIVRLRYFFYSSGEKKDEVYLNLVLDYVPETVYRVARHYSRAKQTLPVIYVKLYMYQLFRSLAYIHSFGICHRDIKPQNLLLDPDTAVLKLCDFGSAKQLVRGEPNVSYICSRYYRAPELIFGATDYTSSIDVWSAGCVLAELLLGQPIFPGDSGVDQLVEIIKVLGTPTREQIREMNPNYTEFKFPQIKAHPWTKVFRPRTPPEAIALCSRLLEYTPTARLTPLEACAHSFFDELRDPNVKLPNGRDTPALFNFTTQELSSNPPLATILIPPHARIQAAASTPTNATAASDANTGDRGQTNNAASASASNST
#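 Test system: GST-tagged human GSK3beta kinase, cell-free; evaluation: activity score scaled between in-plate DMSO and GW8510 controls; measured by: ADP-Glo luminescence; incubation: 60 min reaction, RT; benchmarks: DMSO and 20 µM GW8510; reagent: peptide substrate plus 25 µM ATP (final); medium: Tris/MgCl2 kinase buffer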
# HSF-1 act – increases HSF-1 driven luciferase reporter signal | actives 1.7% (n = 300,000) | AID 504408 | activation, % at 9 µM | NIH3T3-HGL HSF-1 luciferase reporter, MG132, 8 h; 100% = twice DMSO control signal;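 active = mean replicate activation of at least 50% with a set share of replicates each reaching 50%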;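 also: 0% = median of the neutral control wells and 100% = twice that signal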
# DYRK1A inh – inhibitors of rat Dyrk1A kinase; AID 504441; inhibition, % at 12.5 µM; ADP-Glo luminescence, NFATc1 peptide; actives 0.43% (n = 310,000); in the data active = inhibition above about 50%;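 also: plate controls were vehicle with enzyme for no effect and no enzyme for full effect; many of its hits are not listed in these tables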
# KLF5 inhibitor – kruppel-like factor 5 inhibition; AID 1700; DLD-1 KLF5 promoter-luciferase reporter, luminescence; actives 0.23% (n = 290,000); inhibition, % at 5 µM;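 active = inhibition above a per-plate limit of that plate's mean compound inhibition plus 3 SD, cut at about 60% in these data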;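 also: 0% = DMSO wells and 100% = LY294002 at 200 µM; higher means less KLF5 promoter-driven luciferase light; inactives centre near -14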
# aSyn 5UTR inh – MLPCN primary screen, SNCA 5' untranslated region. alpha-synuclein 5'UTR reporter, inhibitor activity. inhibition, % (tested at 7.5 µM). actives 0.82% (n = 300,000); in the data active = inhibition above about 60%;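 also: H4 neuroglioblastoma cells stably carrying SNCA 5'UTR luciferase fusion; 0% = DMSO wells and 100% = positive control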
# * hit, by the source's call; . = not tested or not shown. Only part of the results is shown; the hit share may differ from the screen's.
SMILES,Platelet DG rel,IEC-6 cytotox,HSP90 inh,GSK3 alpha inh,HSF1 inhib,GSK3beta inhib,HSF-1 act,DYRK1A inh,KLF5 inhibitor,aSyn 5UTR inh
CC(C)OC(=O)c1cccc(C(=O)Oc2ccc(Br)cc2)n1,-3,7,2,-1,-9,-9,8,-2,-13,10
O=C(CCc1ccccc1O)N/N=C/c1ccc(Sc2cccc3cccnc23)o1,-2,2,6,2,17,4,22,4,-9,-21
Cc1ccc(OCC(=O)Nn2cnc3ccccc32)cc1,5,3,2,0,3,0,-1,-4,-16,15
O=C(CCC(=O)OCCCC(F)(F)C(F)(F)F)NC1CCCCC1,-1,-2,-1,-1,-7,1,-11,1,-18,7
Cc1cc(C)c(C)c(S(=O)(=O)NCc2ccc(C(=O)N3CCOCC3)cc2)c1C,9,0,-2,-2,-2,1,32,.,-17,-7
CC(=O)N1[C@H](Cc2ccccc2)C=C[C@]1(C)C(=O)NCc1ccccn1,-5,-1,0,-1,1,-1,6,-8,-34,23
Cc1ccccc1CS(=O)(=O)c1cnc2ccccc2n1,4,1,2,-1,4,-9,-3,-1,6,-18
CCN(CC)CCNC(=O)CCCCn1c(=S)[nH]c2c([nH]c3ccc(OC)cc32)c1=O,-11,-3,-1,.,-10,0,-5,22,-7,20
O=C(C1CCN(C2CCN(CC3CC=CCC3)CC2)CC1)N1CCOCC1 (centres undefined),18,-5,3,-1,-4,1,-6,17,-12,7
C=CCOc1ccc(Cl)cc1CNCCCN1CCOCC1,-2,-3,-1,-2,1,1,-9,.,-1,-9
COC(=O)c1cccc(NC(=O)CSc2nnc(COc3ccccc3)n2C)c1,-24,0,0,0,4,3,16,8,-12,29
CC(=O)N1N=C(c2cccc([N+](=O)[O-])c2)OC1c1ccccc1Cl (centres undefined),0,2,-2,-1,-3,2,2,1,-14,-14
CCN1CCN(c2ccc(S(=O)(=O)N3CCCCC3)cc2NC(=O)c2ccc(F)cc2)CC1,-3,-3,-4,2,-2,1,-7,-1,-12,10
C=CCn1c2[n+](c3ccccc3c1=O)CCCCC2,-1,-5,1,0,-1,-2,13,.,-14,9
CCn1c2nc(SCCN3CCOCC3)nnc2c2cc(C)cc(C)c21,-2,0,-1,-2,-6,2,-5,-3,-28,20
COc1ccc(N2CC(O)=C(c3nc(-c4ccc(F)cc4)cs3)C2=N)cc1Cl,0,-9,1,-1,-1,4,16,5,-14,-8
CCOC(=O)c1cnc(SC)nc1Sc1ccc(Cl)cc1Cl,-16,-4,-2,-3,-1,1,-3,11,-37,19
O=S(=O)(c1ccccc1)N1CCC(n2cnc3ccccc32)CC1,-1,-1,2,4,-1,1,0,4,17,-3
Cn1c(=O)c2c(nc(NCc3ccco3)n2CC(O)CO)n(C)c1=O (centres undefined),9,4,0,-1,-10,1,-6,0,3,-6
CNCC(O)COc1cccc(OC)c1 (centres undefined),6,-4,0,-3,-5,-3,-14,0,-9,10
O=C(/C=C/c1cn(-c2ccccc2)nc1-c1cccnc1)NCCN1CCOCC1,2,-6,3,-2,.,2,.,-1,-19,.
CCCC[n+]1ccn(-c2nc3ccccc3nc2[N-]S(=O)(=O)c2ccc(Br)cc2)c1,-5,1,-2,-4,-2,2,9,4,-9,-4
CCN(CC)S(=O)(=O)c1ccc2c(c1)nc(CCC(=O)OCc1c(C)noc1C)n2C,-4,4,2,-2,-8,2,6,2,-3,-2
CCN(c1ccc(OC)cc1)S(=O)(=O)c1ccc2c(c1)NC(=O)CS2,8,2,0,1,11,1,26,0,-31,-35
CN(CC(=O)O)S(=O)(=O)/C=C/c1ccccc1,0,2,6,-2,-5,-1,9,0,-10,13
Cc1nnc(NC(=O)c2nc(S(=O)(=O)Cc3ccccc3C)ncc2Cl)s1,-14,69*,1,-2,-77*,0,-83,2,19,-39
CS(=O)(=O)N(CC(=O)N1CCN(Cc2ccccc2)CC1)c1ccc2c(c1)OCCO2,11,4,2,1,4,-2,10,3,-21,5
C=CCNC(=S)N1CCN(Cc2ccccc2)CC1,-16,-3,-2,-1,-4,2,-1,-11,-32,11
Cc1ccccc1C(=O)Nc1cccc(NC(=O)c2ccc(F)cc2)c1,16,0,-2,2,1,5,5,-7,-48,22
COc1ccc(N2CCN(C(=O)C3CCN(S(=O)(=O)c4ccccc4)CC3)CC2)cc1,-5,5,-2,-2,-2,1,10,-5,-19,-8

# An excerpt of these results, with values under each structure:
# Second line of a record: Platelet DG rel, IEC-6 cytotox, HSP90 inh, GSK3 alpha inh, HSF1 inhib, GSK3beta inhib, HSF-1 act, DYRK1A inh, KLF5 inhibitor, aSyn 5UTR inh
> Cc1nnc(NC(=O)c2nc(S(=O)(=O)Cc3ccccc3C)ncc2Cl)s1
    -14, 69*, 1, -2, -77*, 0, -83, 2, 19, -39
> CCN(c1ccc(OC)cc1)S(=O)(=O)c1ccc2c(c1)NC(=O)CS2
    8, 2, 0, 1, 11, 1, 26, 0, -31, -35

# The list continues.
SMILES,Platelet DG rel,IEC-6 cytotox,HSP90 inh,GSK3 alpha inh,HSF1 inhib,GSK3beta inhib,HSF-1 act,DYRK1A inh,KLF5 inhibitor,aSyn 5UTR inh
CCCNC(=O)CN(C)CC(=O)Nc1ccccc1C#N,-2,4,-3,0,-17,1,-11,-3,-12,-10
CCN(CC)S(=O)(=O)c1cccc(C(=O)N2CCCCC2)c1,-2,-4,1,11,-1,-4,-12,4,-16,-9
CCCCOc1cccc(C(=O)Nc2ccc(N3CCN(CC)CC3)cc2)c1,1,8,3,0,-1,1,1,-5,9,-30
CCCCCn1c2nc3ccccc3nc2c2c(=O)n(CC(C)C)cnc21,1,9,1,1,-5,-3,-14,-4,-13,15
COc1ccc(Cl)cc1NC(=O)c1ccoc1C,0,-2,0,-1,-4,3,-7,7,-16,9
CCn1cc(C(=O)O)c(=O)c2cc(F)c(N/N=C/c3ccccc3[N+](=O)[O-])cc21,4,3,3,3,0,-2,-7,11,7,13
COc1ccc(NS(=O)(=O)c2cccc(C(=O)N(C)Cc3cccs3)c2)cc1,12,.,.,1,6,0,18,2,.,-3
CN1CCN(Cc2c(O)ccc3cc(Br)ccc23)CC1,0,6,-3,2,112,-1,134*,.,-36,-30
C[C@H]1CCC2[C@](C)(CO)[C@@H](O)CC[C@]2(C)[C@@]12CCC(CO)(CCO)O2 (some centres undefined),7,2,7,-1,-1,0,-22,0,10,3
O=C(c1ccc(Cl)cc1Cl)N1CCC(c2nc3c(nnn3Cc3ccco3)c(=O)[nH]2)CC1,-1,-4,-1,8,-5,-5,1,-5,-39,16
COc1ccc(/C(C)=N/N=C(N)N)c(OC)c1,-6,3,-2,-1,-4,0,-10,-2,2,-10
CCOc1ccc(NC(=O)CSc2nc3ccccc3c(=O)n2CCCC(=O)NCC2CCCO2)cc1 (centres undefined),0,-1,-5,0,0,-1,0,-1,-26,20
Nc1nnc(SCC(=O)OCC(=O)NC2CCCCC2)s1,0,-1,1,-1,-6,1,0,1,-2,10
CC(=O)c1ccc(NC(=O)CSc2nc(N3CCOCC3)nc(N3CCOCC3)n2)cc1,0,0,3,8,-3,1,-1,-3,-53,-73
CCOc1ccc(NC(=O)c2sc(NC(C)=O)c(C(=O)OC)c2C)cc1,1,3,3,0,-1,1,19,.,-13,5
CCN1C(=O)[C@H]2[C@@H](c3ccc(-c4cccc(Cl)c4)cc3)N[C@@](Cc3ccccc3)(C(=O)OC)[C@H]2C1=O,-1,.,.,-6,3,3,-7,7,.,15
Cc1cc(C)nc(-n2nc(C)cc2NC(=O)CNCc2ccccc2)n1,0,-1,3,-3,4,-3,48,1,-28,2
Cn1c(Cn2nnc3ccccc32)nnc1SCC(=O)Nc1ccc2c(c1)OCO2,5,2,4,-5,2,-2,21,-5,-7,9
Cc1ccc(Cl)cc1NC(=O)c1ccccn1,10,2,3,-2,12,3,16,-8,-27,-44
COc1ccc(CNC(=O)CCC(=O)N2CCN(S(=O)(=O)c3ccc(Cl)cc3)CC2)cc1,-6,0,-1,-2,-1,-4,2,-1,-24,0
Cc1cc(=O)oc2cc(OCC3CC(c4ccccc4)=NO3)ccc12 (centres undefined),8,6,6,1,3,-2,7,-4,-43,-27
Cn1c(=O)c(=O)n(C)c2cc(N3CCCCC3)c(NS(=O)(=O)c3ccc(Br)cc3)cc21,6,3,3,0,-1,-2,1,.,-26,-4
Cn1cc(Br)c(C(=O)NC2C3CC4CC(C3)CC2C4)n1 (centres undefined),4,-2,-3,-32,-11,1,-8,0,-58,-21
CN1CCN(C2CC(=O)N(c3ccc4c(c3)OCCO4)C2=O)CC1 (centres undefined),-4,4,-1,-1,-2,1,-20,-2,-11,-5
O=S(=O)(/C=C/c1ccccc1)NC1CCCCCC1,-3,-3,-5,-1,8,3,1,-2,-4,-2
Cc1c(C(=O)N/N=C/c2ccccc2)sc(=S)n1C,-11,-3,-2,.,1,2,4,7,-21,8
CN(C)C1(CNCC(O)c2ccccc2)CCCCC1 (centres undefined),-1,5,12,0,-8,-4,-7,-3,-43,-2
COc1ccccc1OCC(=O)Nc1ccc(S(=O)(=O)N2CCCC2)cc1,13,6,2,2,-62*,0,-70,2,4,0
COc1ccc(-n2c(O)c(/C=N/n3cnnc3)c3ccccc3c2=O)cc1,4,-6,1,-3,1,3,1,17,-34,-12
O=C(O)CC1C(=O)NCCN1CCCc1ccccc1 (centres undefined),-3,2,3,-4,-1,0,0,9,-30,3
Cc1nc(SCC(=O)N2CCCc3ccccc32)c2oc3ccccc3c2n1,-5,-3,2,-3,-4,3,16,-11,-37,3
Cn1c(=O)c2c(ncn2CC(=O)N/N=C/c2cn[nH]c2-c2ccc(F)cc2)n(C)c1=O,8,4,-4,1,1,-2,2,7,-51,3
COCCN1C=C2C(=O)C(C)(OC(=O)C3CCCC3)C(=O)C(c3ccccc3)=C2C=C1CCCC(=O)OC (centres undefined),3,.,.,0,-4,1,-15,42,.,5
CN1C(=O)CSc2ccc(NC(=O)N3CCc4ccccc43)cc21,-4,-1,5,-1,0,1,6,.,-17,33
CCC(c1nnc(SCC(=O)N(C)c2ccccc2)n1Cc1ccccc1)N(C)C (centres undefined),-5,1,0,-2,3,1,-11,5,-8,2
O=C(CN1CCN(c2ccccn2)CC1)N1CCc2ccccc21,3,5,3,0,4,-3,32,10,5,-27
C/C(=N/n1cnnc1)c1cccnc1,12,-4,1,-1,-8,0,-13,-14,5,9
COc1cc(NC(=O)CN2C(=O)NC(C)(CCC(C)C)C2=O)cc(OC)c1 (centres undefined),-1,-3,-2,0,-6,5,-7,.,1,1
CC(Oc1ccc(Cl)cc1Cl)C(=O)NC1=NN(c2ccccc2)C(=O)C1 (centres undefined),-7,-5,0,-7,10,3,23,2,0,2
CCCCc1ccc(NC(=O)C2CCCO2)cc1 (centres undefined),1,5,1,-1,19,1,63*,-4,-111,-97

# Limited to Platelet DG rel and GSK3 alpha inh, for 3 of the compounds above:
smiles | Platelet DG rel | GSK3 alpha inh
C/C(=N/n1cnnc1)c1cccnc1 | 12 | -1
COc1cc(NC(=O)CN2C(=O)NC(C)(CCC(C)C)C2=O)cc(OC)c1 (centres undefined) | -1 | 0
CC(Oc1ccc(Cl)cc1Cl)C(=O)NC1=NN(c2ccccc2)C(=O)C1 (centres undefined) | -7 | -7
